ERAP1 HTS inh = inhibitors of human ERAP1 aminopeptidase; Q9NZ08; 340,000 tested, 0.15% active; inhibition, % at 10.7 µM; recombinant ERAP1, Leu-AMC fluorescence, 60 min;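 active = mean replicate inhibition of at least 30%, or all replicates individually reaching that 30% level; inactive = mean below 30% and not every replicate reaching it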;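 also: 0% = neutral control wells and 100% = L-leucinethiol positive control wells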
Target sequence (Q9NZ08 whole entry, looked up): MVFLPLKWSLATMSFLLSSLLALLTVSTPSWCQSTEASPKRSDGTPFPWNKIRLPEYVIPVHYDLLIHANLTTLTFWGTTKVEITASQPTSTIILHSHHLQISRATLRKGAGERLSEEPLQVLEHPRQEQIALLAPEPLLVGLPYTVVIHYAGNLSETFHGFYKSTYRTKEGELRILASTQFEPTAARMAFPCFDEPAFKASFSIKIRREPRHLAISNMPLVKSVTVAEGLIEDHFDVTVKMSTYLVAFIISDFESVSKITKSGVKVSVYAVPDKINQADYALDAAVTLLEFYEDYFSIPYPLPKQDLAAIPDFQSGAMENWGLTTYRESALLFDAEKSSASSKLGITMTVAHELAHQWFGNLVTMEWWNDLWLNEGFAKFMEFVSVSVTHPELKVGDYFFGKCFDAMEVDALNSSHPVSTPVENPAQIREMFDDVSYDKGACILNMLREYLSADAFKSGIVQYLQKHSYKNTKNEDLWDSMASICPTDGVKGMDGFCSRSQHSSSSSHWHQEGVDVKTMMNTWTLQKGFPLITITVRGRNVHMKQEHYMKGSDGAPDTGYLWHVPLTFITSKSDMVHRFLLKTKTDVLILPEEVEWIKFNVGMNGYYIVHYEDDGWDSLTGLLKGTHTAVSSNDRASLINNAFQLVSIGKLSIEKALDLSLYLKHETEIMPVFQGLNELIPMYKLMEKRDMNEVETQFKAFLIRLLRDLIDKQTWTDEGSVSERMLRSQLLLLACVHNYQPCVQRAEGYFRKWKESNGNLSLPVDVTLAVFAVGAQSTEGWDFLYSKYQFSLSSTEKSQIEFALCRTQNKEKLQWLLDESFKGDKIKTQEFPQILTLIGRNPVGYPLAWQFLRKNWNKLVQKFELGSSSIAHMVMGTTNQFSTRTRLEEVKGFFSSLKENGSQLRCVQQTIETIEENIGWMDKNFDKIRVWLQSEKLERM
EWS-Fli block = EWS/Fli transcriptional activity inhibition; 350,000 tested, 0.67% active; inhibition, % at 12.6 µM; A673 NR0B1-luciferase reporter, viability-normalised; AID 651661;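 active = mean inhibition of at least 50% after viability correction, with every replicate also passing that limit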;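 also: firefly luciferase signal divided by Alamar Blue viability fluorescence both relative to DMSO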
LGR2 antag = inhibitors of bursicon-induced Drosophila LGR2 receptor cAMP signaling; HEK293 LGR2, CRE-luciferase, bursicon-stimulated, 4 h; inhibition, % at 9.99 µM; 380,000 tested, 0.35% active;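 active = drop in luminescence signal, shown as inhibition above about 50% in the replicate tests, limit read from the data, passing the limit was not always enough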;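 also: agonist challenge used bursicon conditioned medium at about half maximal strength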
PAX8 inh HTS = PAX8 transcriptional activity inhibition | inhibition, % at 12.6 µM | RMG-I TPO-luciferase reporter, SteadyGlo, 24 h | 360,000 tested, 1.2% active | AID 652154;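 active = mean replicate inhibition at least 60% with every replicate also reaching 60%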;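 also: luciferase light reporting Pax8 driven TPO promoter activity; plate controls were median of neutral control wells for no effect and mitoxantrone controls for full effect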
S100A4 inh HTS = S100A4-myosin IIA interaction inhibition; 360,000 tested, 0.14% active; P26447; AID 652163; S100A4/TAMRA-MyoIIA peptide fluorescence polarization; inhibition, % at 10.7 µM;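 active = mean inhibition of at least 70% across replicates, with every replicate also reaching that level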
Target sequence (P26447 whole entry, looked up): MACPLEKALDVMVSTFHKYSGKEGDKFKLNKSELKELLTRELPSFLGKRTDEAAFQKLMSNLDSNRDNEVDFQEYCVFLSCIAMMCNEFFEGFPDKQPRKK
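Test system – S100A4 monomer (human) · Compound – single-point compound testing · Schedule – 5 min incubation before reading · Probe or stimulus – TAMRA-labelled myosin IIA heavy-chain peptide probe, 5 nM · Benchmarks – neutral control DMSO, positive control TFP · Medium – Calcium-containing HEPES buffer, pH 7.2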
PglD inh = inhibitors of Campylobacter jejuni PglD acetyltransferase | purified PglD enzyme, DTNB colorimetric CoA detection | inhibition, % at 12.5 µM | 360,000 tested, 0.098% active | AID 602405; in the data active = inhibition above about 16%, passing the limit was not always enough; also: strong numbers were not always called active
FN deposition inh = fibronectin deposition inhibition; AH1F fibroblasts, Alexa488-fibronectin deposition fluorescence, overnight; inhibition, % at 12.6 µM; 350,000 tested, 0.086% active; AID 743247;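 active = mean inhibition across replicates of 30% or more, regardless of how many single replicates reach that level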;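 also: positive control wells lacked labelled fibronectin entirely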
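test system = AH1F fibroblasts assembling fluorescent fibronectin matrix | quantity = 10000 AH1F cells per well | buffer or medium = DMEM plus 2% serum, read in PBS | doses = single dose, pinned | incubation = 1 h cell attachment, overnight exposure to compound and label | detection = fluorescence at 485 nm excitation, 525 nm emission | read-out basis = inhibition from reduced deposited-fibronectin fluorescence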
PGC1a acetyl inh = PGC1a acetylation modulation, inhibitor mode | AID 651687 | inhibition, % at 15.6 µM | U2OS PGC1a acetylation, AlphaScreen anti-acetyl-lysine; with virally co-expressed GCN5 acetyltransferase | 350,000 tested, 0.17% active;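 active = every replicate shows inhibition of at least 40%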;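 also: 0% = neutral control wells and 100% = positive control wells; some results beyond the cut were filed as inactive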
An asterisk follows results filed as active; nt = no result given; & = joins results of further samples. Random draw from the library; about 2.1% have a hit in one of these screens.

1	COc1ccc(S(=O)(=O)NC(C)C(=O)NC2CC2)cc1C (stereo unspecified)
2	CCOC(=O)c1sc(NC(=O)CN(CC(C)C)CC(C)C)c(C(=O)OCC)c1C
3	COC(=O)c1sc(NC(=O)c2cc(C)on2)nc1C
4	COc1ccc(CNC(=O)C2Cc3c(-c4ccccc4)ccnc3O2)cc1OC (stereo unspecified)
5	Cc1cccc(NC(=O)C(=O)NCC2CCCO2)c1 (stereo unspecified)
6	NS(=O)(=O)c1ccc(NC(=O)CN(C(=O)C(F)(F)F)C2CCCC2)cc1
7	NC(=O)c1ccc(Nc2nc(C(N)c3ccccc3Cl)cs2)cc1 (stereo unspecified)
8	NC(=O)c1ccc(NC(=O)c2cc(S(=O)(=O)N3CCCCC3)ccc2N2CCOCC2)cc1

Screen / compound no. | 1 | 2 | 3 | 4 | 5 | 6 | 7 | 8
ERAP1 HTS inh | 4 | nt | 3 | -1 | -3 | 0 | -1 | 5
EWS-Fli block | 0 | nt | -24 | 6 | -37 | -2 | 5 | 10
LGR2 antag | -10 | nt | -2 | 1 | -41 | -10 | -5 | 12
PAX8 inh HTS | -5 | 7 | -48 | 14 | -106 | 5 | 18 | 5
S100A4 inh HTS | 2 | nt | 5 | -18 | 2 | -3 | 2 | -1
PglD inh | 0 | 3 | -13 | 2 | -2 | 6 | -7 | -7
FN deposition inh | -2 | -5 | nt | 2 | -9 | -1 | 2 | -4
PGC1a acetyl inh | -1 | -6 | nt | nt | 8 | -4 | 2 | -6

9	CCOC(=O)C1=CCC(c2ccccc2)N(S(=O)(=O)c2ccccc2C)C1 (stereo unspecified)
10	CC(=O)c1cc(-c2nc3ccccc3n2C)n(C)c1
11	Cc1cccc(N2C(=O)CN(Cc3cccs3)C2=S)c1
12	NC(=O)c1c(NC(=O)COC(=O)c2ccc(O)c(Cl)c2)sc2c1CCCC2
13	Cc1noc(C)c1NC(=O)N(C)C[C@@H]1Oc2ccc(NS(=O)(=O)c3cccs3)cc2CC(=O)N([C@H](C)CO)C[C@@H]1C
14	COc1ccc(S(=O)(=O)Nc2cccc3c2O[C@H](CN(C)Cc2ccc(-c4ccccc4)cc2)[C@H](C)CN([C@H](C)CO)C3=O)cc1
15	Cc1cc(-c2ccc(C(=O)O)s2)cnc1N
16	O=C(Nc1ccccc1)C1=C[C@@H](c2ccc(Br)cc2)C[C@@H](OCc2ccc(CO)cc2)O1

Screen / compound no. | 9 | 10 | 11 | 12 | 13 | 14 | 15 | 16
ERAP1 HTS inh | 7 | nt | -1 | 1 | nt | 1 | -17 | 4&-2
EWS-Fli block | -11 | nt | 3 | -13 | -46 | 5 | -56 | 2&-4
LGR2 antag | 2 | nt | 8 | -7 | 5 | 0 | 22 | -96
PAX8 inh HTS | -11 | -10 | -2 | -9 | 3 | 17 | -80 | 9&14
S100A4 inh HTS | -13 | nt | 3 | -2 | nt | -1 | -2 | 4&0
PglD inh | -7 | -9 | 2 | 3 | -4 | -4 | nt | 4&2
FN deposition inh | -2 | 3 | -23 | 3 | nt | nt | -4 | 18
PGC1a acetyl inh | -27 | -22 | -1 | 0 | 3 | 0 | nt | -23&-29

17	CCN1C(=O)C(=O)N(CC(=O)Nc2ccccc2OC(F)F)C1=O
18	CCNc1nc(NCC)nc(Oc2ccc(C(=O)OC)cc2)n1
19	CCC(=O)N(C)C[C@@H]1[C@H](c2ccc(-c3ccccc3F)cc2)[C@H](CO)N1C(C)=O
20	O=C(Cn1cnc2ccccc21)N/N=C/c1ccccc1
21	O=C1c2ccccc2C(=O)N1CCSC(=S)N1CCOCC1
22	C[C@@H]1CN([C@H](C)CO)C(=O)c2cc(NC(=O)Nc3ccc4c(c3)OCO4)ccc2O[C@@H]1CN(C)C(=O)Nc1cccc2ccccc12
23	CC(C)(C)C(=O)CN1C(=O)NC2(CCOc3ccccc32)C1=O (stereo unspecified)
24	COc1c(O)ccc(/C=N/NC(=O)c2ccc3c(c2)OCCO3)c1[N+](=O)[O-]

Screen / compound no. | 17 | 18 | 19 | 20 | 21 | 22 | 23 | 24
ERAP1 HTS inh | -1 | nt | 1 | 2 | 0 | -1 | 1 | nt
EWS-Fli block | 2 | 10 | 0 | 7 | -83 | 2 | 3 | -57
LGR2 antag | 12 | -6 | -23 | 6 | -38 | 21 | -1 | -83
PAX8 inh HTS | 16 | -16 | -4 | 14 | nt | nt | 5 | -88
S100A4 inh HTS | -4 | -1 | -4 | 2 | 0 | 3 | 1 | 13
PglD inh | 1 | 2 | 0 | nt | 3 | -1 | 0 | -1
FN deposition inh | -2 | 1 | 7 | 4 | nt | nt | 0 | 0
PGC1a acetyl inh | -5 | 7 | 3 | nt | 4 | 2 | nt | 10

25	CC(Oc1ccccc1)C(=O)OCC(=O)Nc1sccc1C(N)=O (stereo unspecified)
26	CCCCOc1ccc(C(=O)NCC(=O)NCC2CCCO2)cc1 (stereo unspecified)
27	COc1ccc(/C=C2\Oc3cc(OC(=O)N4CCOCC4)ccc3C2=O)cc1
28	C/C(=N\NS(=O)(=O)c1ccc(Br)cc1)c1ccc2c(c1)OCO2
29	CN(C(=O)c1ccc(NC(=O)Cc2ccc(NC(=O)C3CCN(C(=O)C4CCC4)CC3)cc2)cc1)C1CC1
30	CC(C(=O)O)(C1CCCCC1)C1(O)CCCCC1 (stereo unspecified)
31	O=C(OCc1cc(=O)oc2cc(O)ccc12)c1cc(S(=O)(=O)N2CCOCC2)ccc1F
32	Cc1ccc(S(=O)(=O)N(C)C[C@H]2OCCCC[C@@H](C)Oc3ccc(NS(=O)(=O)c4c(C)noc4C)cc3C(=O)N([C@@H](C)CO)C[C@@H]2C)cc1

Screen / compound no. | 25 | 26 | 27 | 28 | 29 | 30 | 31 | 32
ERAP1 HTS inh | 2 | 1 | -1 | 2 | -2 | -1 | 1 | -3
EWS-Fli block | -6 | -4 | -5 | 4 | -10 | 0 | 14 | -3
LGR2 antag | 1 | -11 | 1 | 11 | -2 | -2 | -20 | -2
PAX8 inh HTS | -13 | 3 | -20 | 3 | -4 | -3 | 18 | 25
S100A4 inh HTS | -1 | 4 | -1 | 6 | 44 | -1 | 15 | -22
PglD inh | -1 | -3 | nt | -1 | 3 | 4 | 1 | 1
FN deposition inh | -4 | 5 | -24 | nt | -10 | 12 | 8 | 6
PGC1a acetyl inh | 3 | nt | nt | nt | -6 | -1 | nt | -15

33	CSc1ccccc1NC(=O)c1ccccn1
34	C[C@@H]1CN([C@@H](C)CO)C(=O)c2cc(NC(=O)CCN3CCOCC3)ccc2O[C@H]1CN(C)Cc1ccc(C(=O)Nc2ccccc2N)cc1
35	C[C@@H]1CN([C@@H](C)CO)C(=O)CCCn2nncc2CO[C@@H]1CN(C)C(=O)Nc1ccccc1C(F)(F)F
36	C/C(=N/NS(=O)(=O)c1ccc(C)c(C)c1)c1c[nH]c2ccccc12
37	COc1ccc(CN(C)C[C@H]2Oc3c(NC(=O)Nc4ccccc4)cccc3C(=O)N([C@H](C)CO)C[C@H]2C)cc1
38	COc1ccccc1Nc1nc2ccc(C)cc2n2cnnc12
39	COc1ccc(Oc2nc(-c3ccccn3)ncc2OC)cc1
40	O=C(C[C@H]1CC[C@H]2NC[C@H](O)COC[C@@H]2O1)Nc1ccc(-c2ccccc2)cc1

Screen / compound no. | 33 | 34 | 35 | 36 | 37 | 38 | 39 | 40
ERAP1 HTS inh | -2 | 2 | 7&0 | -3 | 1 | 4 | -3 | nt
EWS-Fli block | -14 | -2 | 6&6 | 21 | 2 | -110 | 23 | -6
LGR2 antag | -37 | -54 | 5 | -7 | 6 | -3 | -14 | -1
PAX8 inh HTS | -56 | nt | -2&-5 | nt | -10 | -35 | 3 | -7
S100A4 inh HTS | -4 | 10 | 3&1 | 2 | 20 | 0 | 3 | nt
PglD inh | nt | -2 | -2&3 | -2 | 0 | nt | nt | -2
FN deposition inh | nt | 1 | 9&2 | -2 | nt | -5 | nt | 9
PGC1a acetyl inh | nt | -1 | -6&-1 | nt | 15 | nt | nt | -1

41	CN(c1ccc(C(=O)N2CCN(Cc3ccccc3)CC2)cc1)S(=O)(=O)c1ccccc1
42	COc1ccc(-c2cc(C(=O)NCCCN3CCCC3=O)c3ccccc3n2)cc1
43	C[C@@H]1CN([C@@H](C)CO)C(=O)c2cc(-c3cccc(C#N)c3)cnc2O[C@H]1CN(C)C(=O)C1CCCCC1
44	CC1=C(C(=O)NCc2ccccc2)C(c2ccc(C)o2)n2ncnc2N1 (stereo unspecified)
45	COc1ccc(NC(=O)Nc2ccccc2F)c([N+](=O)[O-])c1
46	O=c1ccc2ccccc2n1Cc1cccc(F)c1
47	CC(C)NC(=O)Nc1ccc2c(c1)CC(=O)N([C@H](C)CO)C[C@@H](C)[C@@H](CN(C)Cc1ccc(-c3ccccc3)cc1)O2
48	Nc1ccc2c(c1)C(=O)c1ccc(Cl)cc1-2
49	CC(C)Oc1ccc(C(CC(=O)NCCCN(C)C)c2ccc(F)cc2)cc1 (stereo unspecified)
50	Cc1ccccc1C(=O)Nc1ccnn1C1CCN(CC2CC=CCC2)CC1 (stereo unspecified)

Screen / compound no. | 41 | 42 | 43 | 44 | 45 | 46 | 47 | 48 | 49 | 50
ERAP1 HTS inh | -2 | 3 | 0 | nt | 4 | -3 | -2 | 4 | -2 | -5
EWS-Fli block | 16 | -17 | -12 | nt | -52 | -2 | 9 | 5 | -6 | nt
LGR2 antag | 17 | -4 | 4 | nt | -26 | -17 | -21 | nt | -3 | -10
PAX8 inh HTS | -5 | -24 | -25 | 6 | -56 | -11 | 4 | -1 | 13 | -10
S100A4 inh HTS | 4 | -4 | 7 | nt | 0 | 4 | 10 | -3 | -2 | 10
PglD inh | -3 | 8 | 6 | 1 | nt | nt | 0 | 4 | nt | 1
FN deposition inh | -3 | 7 | nt | -9 | 7 | -11 | nt | 5 | nt | 2
PGC1a acetyl inh | 1 | 1 | 4 | -17 | nt | nt | -20 | 2 | nt | -3

Among those listed so far, these have an aryl methoxy group:
1	COc1ccc(S(=O)(=O)NC(C)C(=O)NC2CC2)cc1C (stereo unspecified)
4	COc1ccc(CNC(=O)C2Cc3c(-c4ccccc4)ccnc3O2)cc1OC (stereo unspecified)
14	COc1ccc(S(=O)(=O)Nc2cccc3c2O[C@H](CN(C)Cc2ccc(-c4ccccc4)cc2)[C@H](C)CN([C@H](C)CO)C3=O)cc1
24	COc1c(O)ccc(/C=N/NC(=O)c2ccc3c(c2)OCCO3)c1[N+](=O)[O-]
27	COc1ccc(/C=C2\Oc3cc(OC(=O)N4CCOCC4)ccc3C2=O)cc1
37	COc1ccc(CN(C)C[C@H]2Oc3c(NC(=O)Nc4ccccc4)cccc3C(=O)N([C@H](C)CO)C[C@H]2C)cc1
38	COc1ccccc1Nc1nc2ccc(C)cc2n2cnnc12
39	COc1ccc(Oc2nc(-c3ccccn3)ncc2OC)cc1
42	COc1ccc(-c2cc(C(=O)NCCCN3CCCC3=O)c3ccccc3n2)cc1
45	COc1ccc(NC(=O)Nc2ccccc2F)c([N+](=O)[O-])c1

Screen / compound no. | 1 | 4 | 14 | 24 | 27 | 37 | 38 | 39 | 42 | 45
ERAP1 HTS inh | 4 | -1 | 1 | nt | -1 | 1 | 4 | -3 | 3 | 4
EWS-Fli block | 0 | 6 | 5 | -57 | -5 | 2 | -110 | 23 | -17 | -52
LGR2 antag | -10 | 1 | 0 | -83 | 1 | 6 | -3 | -14 | -4 | -26
PAX8 inh HTS | -5 | 14 | 17 | -88 | -20 | -10 | -35 | 3 | -24 | -56
S100A4 inh HTS | 2 | -18 | -1 | 13 | -1 | 20 | 0 | 3 | -4 | 0
PglD inh | 0 | 2 | -4 | -1 | nt | 0 | nt | nt | 8 | nt
FN deposition inh | -2 | 2 | nt | 0 | -24 | nt | -5 | nt | 7 | 7
PGC1a acetyl inh | -1 | nt | 0 | 10 | nt | 15 | nt | nt | 1 | nt
